From PubChem
PLK1 PBD block: blocks phosphopeptide binding to human PLK1 polo-box domain. Plk1 PBD binding of FITC phosphopeptide, fluorescence polarization. Potency, µM, for inactives: max response, negative = inhibition, hits mostly inhibitors. actives 2.8% (n = 360,000). P53350. AID 720504; further: potency means the concentration at half of the fitted maximal effect; series mostly up to about 57 µM; on the % scale 0 is the no-effect control and ±100 the full control effect; nearly all actives have a fitted effect of over 65% in size
Target sequence (P53350 whole entry, looked up, the tested form may be a part): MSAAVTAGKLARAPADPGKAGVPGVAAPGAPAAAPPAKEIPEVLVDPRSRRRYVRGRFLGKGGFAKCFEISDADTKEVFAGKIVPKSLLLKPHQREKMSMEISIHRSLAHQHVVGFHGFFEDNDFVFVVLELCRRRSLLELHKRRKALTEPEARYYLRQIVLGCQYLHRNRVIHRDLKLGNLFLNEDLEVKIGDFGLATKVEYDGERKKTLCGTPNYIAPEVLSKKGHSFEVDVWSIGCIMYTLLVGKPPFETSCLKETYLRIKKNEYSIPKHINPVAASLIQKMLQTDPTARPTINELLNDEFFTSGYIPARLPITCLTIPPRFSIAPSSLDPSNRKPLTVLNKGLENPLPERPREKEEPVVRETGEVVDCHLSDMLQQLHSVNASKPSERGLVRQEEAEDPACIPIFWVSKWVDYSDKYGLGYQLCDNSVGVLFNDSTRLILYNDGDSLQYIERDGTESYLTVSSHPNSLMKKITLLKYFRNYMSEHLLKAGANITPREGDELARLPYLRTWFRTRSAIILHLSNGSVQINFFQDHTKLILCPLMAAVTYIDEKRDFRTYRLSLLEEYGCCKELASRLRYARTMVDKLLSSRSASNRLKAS
EPAC1 agonist: EPAC1 (human) agonism; O95398; EPAC1 agonist qHTS, biochemical assay; response scale: 100% = response to 6.5 mM cAMP; Potency, µM (highest dose often 154 µM), for the others: top-dose activation, most hits filed as activators; actives 0.073% (n = 360,000); further: potency means the concentration at half of the fitted maximal effect; nearly all actives have a fitted effect of over 60% in size
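Normalized to 6.5 mM cAMP, activity reflects EPAC1-catalysed release of BODIPY-GDP from Rap1B, followed kinetically over 30 min at 480 nm excitation, 540 nm emission. Reaction contained 100 nM EPAC1, 250 nM Rap1B-BODIPY-GDP, 50 uM GDP.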
WRN helicase inh: blocks human WRN helicase; Q14191; WRN helicase unwinding, fluorescent forked duplex, kinetic; Potency, µM (titrated, usually from 114 µM), inactives show at the top dose activity change, negative = inhibition, hits mostly inhibitors; actives 0.46% (n = 360,000); AID 651768; further: potency means the concentration at half of the fitted maximal effect; on the % scale 0 is the no-effect control and ±100 the full control effect; nearly all actives have a fitted effect of over 55% in size
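Fluorescence dequenching readout, ex 525 nm/em 598 nm, kinetic mode: forked duplex DNA (100 nM final) with adjacent fluorophore and quencher unwound by WRN (20 nM final) with 2 mM ATP. Compound preincubation 15 min, room temperature.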
IL-2 act: IL-2 activation; IL-2 activation reporter assay, cell-based qHTS; stimulated with anti-CD3/CD4/CD28 beads; in transgenic mouse T cells; activation, % (series mostly up to about 46 µM); actives 0.065% (n = 360,000); AID 652025; in the data active means activation above about 50%; inconclusive means mostly about 30% to 49%; further: 0% is about no effect
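Using fluorescent plate cytometry, EGFP and DsRed are detected in transgenic mouse T cells stimulated 18 h at 37 degrees C with antibody-coated beads after 60 min compound pretreatment.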
EPAC1 antagonist: blocks human EPAC1 exchange factor. AID 720709. EPAC1 GEF assay, Rap1b-BODIPY-GDP exchange fluorescence. actives 0.14% (n = 360,000). Potency, µM (doses to about 115 µM), without a hit: top-dose activity change, negative = inhibition, usual class: inhibitors;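 further: potency means the concentration at half of the fitted maximal effect; plate controls were vehicle for no effect and positive control for full effect; nearly all actives have a fitted effect of over 50% in size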
PI5P4Ka inh: blocks human PI5P4K alpha kinase activity; P48426; PI5P4Kalpha enzyme, ADP-Glo luminescence, 60 min; stronger effect = lower value; max response, %; actives 1.2% (n = 330,000); AID 652105; active means max response of -50% or lower; inconclusive means between -30% and -50%; inactive means -30% or higher; further: value at the top dose of about 77 µM; on the % scale 0 is the no-effect control and ±100 the full control effect
Target sequence (P48426 whole entry, looked up): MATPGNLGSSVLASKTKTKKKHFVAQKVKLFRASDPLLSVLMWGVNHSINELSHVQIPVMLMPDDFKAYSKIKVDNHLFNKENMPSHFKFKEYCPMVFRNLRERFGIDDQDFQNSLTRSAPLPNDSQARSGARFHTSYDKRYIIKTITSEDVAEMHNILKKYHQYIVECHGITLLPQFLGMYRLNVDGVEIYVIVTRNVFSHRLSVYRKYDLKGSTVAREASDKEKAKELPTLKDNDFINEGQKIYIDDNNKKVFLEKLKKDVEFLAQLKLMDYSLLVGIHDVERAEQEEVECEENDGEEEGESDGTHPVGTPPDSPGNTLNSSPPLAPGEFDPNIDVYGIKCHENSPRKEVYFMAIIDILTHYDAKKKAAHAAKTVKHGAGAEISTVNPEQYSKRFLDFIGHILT
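Enzyme plus substrate dispensed, test compounds pinned in, then ATP (5 microM final) added. After 60 min at RT, ADP-Glo reagent 1 for 45 min and reagent 2 for 30 min preceded luminescence imaging.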
aSyn yeast inh: alpha-synuclein toxicity inhibition in yeast; Yeast expressing alpha-synuclein, growth rescue, BacTiter-Glo, 24 h; Potency, µM (titrated, usually from 46.1 µM), inactives show at the top dose growth rescue (activation), usual class: activators; actives 0.14% (n = 370,000); further: potency means the concentration at half of the fitted maximal effect; % of control where 0% means no effect; nearly all actives have a fitted effect of over 65% in size
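Galactose-induced alpha-syn yeast (OD600=0.02, raffinose-pregrown) + pinned cpd, 24 hr, 30 deg C; growth by BacTiter-Glo luminescence. Growth restoration scores as activation.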
Abeta rescue: A-beta toxicity reversal in yeast; yeast expressing A-beta42, growth rescue, OD600, 48 h; response scale: 0% DMSO, 100% iron-clioquinol control; Potency, µM (titrated, usually from 46.1 µM), without a hit: at the top dose growth rescue, actives largely listed as activators; actives 0.063% (n = 410,000); AID 1347071; further: potency means the concentration at half of the fitted maximal effect; nearly all actives have a fitted effect of over 55% in size
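Yeast growth medium received pinned compounds, then yeast cells expressing toxic A-beta were added; plates incubated at 30 C for 48 hr. Growth read as absorbance at 600 nm, normalized to DMSO and equimolar FeCl3 plus clioquinol controls.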
FUS yeast rescue: FUS proteinopathy suppression in yeast; S. cerevisiae FUS-expressing, growth rescue, OD600, 24 h; Potency, µM (top dose mostly 76.6 µM), for inactives: at the top dose growth rescue (activation), hits mostly activators; actives 0.24% (n = 390,000); AID 1347120;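 further: potency means the concentration at half of the fitted maximal effect; plate controls were DMSO vehicle for no effect and reference control for full effect; nearly all actives have a fitted effect of over 55% in size; some results filed as inactive show a strong effect at the top dose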
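S. cerevisiae expressing FUS from galactose induction served as the toxicity model. Growth after 24hr at 30C, read as absorbance at 600 nm, indicates suppression of toxicity; compounds dosed at several concentrations.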
* hit, by the source's call; ? = inconclusive; · = no result given; [ ] = dose if it differs, or a comment. Unless noted, the call rests on the fitted dose curve; in most records, active means well fitted curve in the direction sought with a large enough effect; inconclusive means small, poorly fitted or top-dose-only effect, or another doubt; inactive means no such curve, though single readings can be large; an effect the other way counts as inactive or inconclusive.

entry | Compound | PLK1 PBD block | EPAC1 agonist | WRN helicase inh | IL-2 act | EPAC1 antagonist | PI5P4Ka inh | aSyn yeast inh | Abeta rescue | FUS yeast rescue
1 | CC1CCCCC1NC(=O)CSc1ncnc2sccc12 (stereo not given) | 2% | 0% | 4% | -0.9 | 10% | -8 | 0% | 11% | 6%
2 | Brc1ccc2[nH]c3c(N4CCc5ccccc5C4)ncnc3c2c1 | -6% | 1% | -17% | -1.6 | -3% | -23 | -14% | -42%[inhibitor] | 14%
3 | O=C(c1cc(-c2ccncc2)nc2ccc(Br)cc12)N1CCN(c2ccccn2)CC1 | -5% | 3% | 1% | 2.1 | 5% | -2 | -13% | -23% | 10%
4 | O=C(O)c1ccc(COc2ccccc2/C=C2\NC(=O)N(Cc3ccccc3)C2=O)cc1 | 19µM* | 1% | -14% | -3.0 | -10% | -17 | -2% | -5% | 13%
5 | COCCN(C(=O)CSc1n[nH]c(-c2ccccc2)n1)c1c(N)n(CC(C)C)c(=O)[nH]c1=O | -1% | -2% | 1% | 0.1 | 8% | 4 | 2% | 1% | 8%
6 | CCOC(=O)N1CCC(NC(=O)CCS(=O)(=O)c2ccc3c(c2)CCN3C(C)=O)CC1 | -8% | -1% | -7% | -0.5 | -1% | 0 | 6% | -9% | 14%
7 | COc1ccc(C(CNC(=O)c2ccc(NS(=O)(=O)c3cccc([N+](=O)[O-])c3)cc2)N2CCOCC2)cc1 (stereo not given) | -1% | 8% | -18% | 1.9 | -18% | 4 | -1% | -1% | ·
8 | CCOc1ccc(-c2cc(CCCC(=O)N3CCN(c4ccc(OC)cc4)CC3)no2)cc1 | -6% | 4% | 1% | -2.0 | 14% | 1 | 1% | 6% | 0%
9 | O=C(COc1ccccc1Cl)Nc1ccc(N2CCN(C(=O)c3ccccc3)CC2)cc1 | -2% | 11% | -6% | -2.0 | -7% | 4 | 0% | -4% | 12%
10 | O=C(NCCCN1CCOCC1)c1cc2c([nH]c3ccccc32)c(-c2cccc(Br)c2)n1 | -6% | 11% | 7% | -4.1 | -13% | 7 | 5% | 6% | 9%

One compound at a time, from the list above. Order of values: PLK1 PBD block | EPAC1 agonist | WRN helicase inh | IL-2 act | EPAC1 antagonist | PI5P4Ka inh | aSyn yeast inh | Abeta rescue | FUS yeast rescue
CC1CCCCC1NC(=O)CSc1ncnc2sccc12 (stereo not given) is listed as 2% | 0% | 4% | -0.9 | 10% | -8 | 0% | 11% | 6%
O=C(c1cc(-c2ccncc2)nc2ccc(Br)cc12)N1CCN(c2ccccn2)CC1 is listed as -5% | 3% | 1% | 2.1 | 5% | -2 | -13% | -23% | 10%

Next part
entry | Compound | PLK1 PBD block | EPAC1 agonist | WRN helicase inh | IL-2 act | EPAC1 antagonist | PI5P4Ka inh | aSyn yeast inh | Abeta rescue | FUS yeast rescue
11 | CCCCC(=O)N1C/C=C\C(c2ccc(OC)cc2)N(Cc2ccc(F)cc2)C(=O)C1 (stereo not given) | -20% | 1% | 0% | -0.4 | -10% | -17 | -3% | -19% | 16%
12 | Cn1c(=O)c2c(nc(SCC(=O)OCc3ccccc3)n2C)n(C)c1=O | -6% | 1% | -7% | -0.8 | -1% | · | -2% | 5% | -7%
13 | COc1ccc(-c2noc(CCC(=O)Nc3cccc(C(=O)NC4CC4)c3)n2)cc1OC | -8% | 6% | 6% | 1.7 | -4% | -2 | -4% | 1% | -15%
14 | Cn1cccc1/C=C(/C#N)C(N)=S | -5% | -6% | -2% | -2.4 | -6% | -12 | -1% | -5% | 11%
15 | Cc1ccc(CNC(=O)COC(=O)[C@@H]2CC(O)CN2S(=O)(=O)c2ccc3c(c2)OCCO3)cc1 (stereo not given in full) | -13% | 0% | -13% | 0.0 | -12% | -7 | 0% | 3% | ·
16 | COc1c(F)c(F)c(C(=O)Nc2ccc(NC(=O)c3ccco3)cc2)c(F)c1F | 2% | 13% | -4% | 2.2 | 5% | -11 | -1% | 15% | 0%
17 | O=C(NCC(c1cccs1)N1CCOCC1)c1ccco1 (stereo not given) | 0% | -6% | -2% | -1.5 | -7% | 1 | 7% | 8% | 3%
18 | Cc1ccc(-c2nnc(-c3ccncc3)n2-c2ccc(C)cc2)cc1 | 5% | -4% | 2% | -3.4 | 9% | · | 0% | -6% | 16%
19 | O=c1c2ccccc2n2c(-c3ccc(C(F)(F)F)cc3)nnc2n1Cc1ccccc1 | 0% | -13% | -1% | -0.3 | -18% | -3 | -1% | -9% | -7%
20 | N/C(=N\OC(=O)Cc1ccc(-c2ccccc2)cc1)c1cccnc1 | 0% | 9% | -14% | -0.7 | 1% | · | -6% | ? | 15%
21 | CCOC(=O)N1CCN(c2nc(-c3ccc(F)cc3)cs2)CC1 | -5% | 9% | -5% | -1.0 | -20% | 6 | -17% | -2% | -1%
22 | Cc1ccc(-c2cc([C@H]3[C@H]4C=CC[C@@H](C)[C@@H]4C(=O)N3Cc3ccccc3)ccc2F)cc1 | -10% | 5% | -3% | 0.5 | -8% | 12 | 0% | 4% | 25%
23 | Cc1ccc(CNc2nc(NC(C)C)nc3ccsc23)c(C)c1 | -1% | -3% | -10% | -0.1 | -19% | ? | -12% | 12% | 6%
24 | Cc1ccccc1NC(=O)c1oc(=O)c2ccccc2c1-c1ccccc1 | -1% | 7% | -4% | -0.6 | -12% | 16 | 1% | -13% | 9%
25 | O=C(NCC1CCCO1)c1sc2ccccc2c1Cl (stereo not given) | -2% | -5% | -32%[57.1 µM] | -0.5 | 17% | -7 | 2% | 6% | 2%
26 | O=C(NCCOc1ccccc1)C1CCN(C(=O)Nc2ccccc2)CC1 | 0% | 6% | 8% | 0.7 | 0% | -6 | -5% | -3% | -20%
27 | O=C1C=C(c2cc3ccccc3s2)CCC1 | -7% | 3% | 4% | -2.2 | ? | -2 | -3% | 8% | -10%
28 | COc1cccc(CC(NC(C)=O)C(=O)NC2CCN(C(=O)C3CC3)CC2)c1OC (stereo not given) | -16% | -18% | 6% | -0.8 | 1% | 3 | 5% | 0% | -8%
29 | O=C(OCC(=O)N(C1CCCCC1)C1CCCCC1)c1cnccn1 | -19% | -8% | 2% | 0.5 | -1% | 3 | 2% | 10% | 16%
30 | O=C(CNC(=O)c1cccc(F)c1)OCc1cc(=O)n2cc(Br)ccc2n1 | -4% | 5% | 0% | -0.3 | -4% | 5 | 3% | 1% | ·
31 | COCCCNCCCCOc1cccc(Br)c1 | 5% | -14% | -4% | -0.8 | 3% | -6 | 2% | 3% | -2%
32 | CCCCN1CC(COCc2ccccc2)Oc2cccc(OCc3ccc(OC)cc3)c2S1(=O)=O (stereo not given) | 2% | -4% | 0% | -3.9 | -6% | -2 | -10% | 3% | 18%
33 | O=C(c1ccco1)N1CCN(CCOCCOc2cccc3ccccc23)CC1 | -3% | 1% | 0% | -2.0 | -2% | · | 4% | 3% | -4%
34 | Cc1nc(C(F)(F)F)ccc1C(=O)N1CCCCC1 | -8% | 12% | 10% | 1.1 | 14% | 0 | 0% | 9% | 4%
35 | COC(=O)Oc1ccc(/C=N/NC(=O)CSCc2ccc(Cl)cc2)cc1OC | -11% | 10% | -6% | -3.9 | -26% | 7 | -1% | 5% | 2%
36 | O=C(CNC(=O)c1cccs1)NCC(=O)OCC(=O)c1ccccc1 | 0% | 1% | 1% | -2.3 | -15% | -4 | 2% | 0% | -1%
37 | O=C(COc1ccccc1[N+](=O)[O-])N/N=C/c1ccc(OC(=O)c2ccco2)cc1 | -1% | -10% | 3% | -2.9 | -3% | -26 | 1% | -1% | 12%
38 | CS(=O)(=O)N(Cc1ccccc1)c1ccccn1 | -3% | 6% | 12% | 3.3 | -16% | · | 0% | 0% | 21%
39 | COc1ccc(OC)c(/C=C/C(=O)OCC(=O)Nc2cccc(C(C)=O)c2)c1 | 0% | 8% | -14% | 0.0 | -10% | 3 | 5% | 10% | 34%
40 | CC(=O)Nc1ccc(S(=O)(=O)NCC(=O)NCCc2ccc(S(N)(=O)=O)cc2)cc1 | -11% | 6% | -5% | 0.0 | 6% | -4 | -2% | -1% | 9%
41 | CCOC(=O)c1c(CSC(=N)N)n(-c2ccccc2)c2cc(Br)c(OC(C)=O)cc12 | -10% | 11% | 2% | -4.0 | -26% | -8 | 1% | -18% | 30%
42 | Cc1ccc(C(=O)COC(=O)CN2C(=O)C3C4C=CC(C4)C3C2=O)cc1[N+](=O)[O-] (stereo not given) | -8% | -8% | -3% | -0.4 | -10% | 3 | -1% | -14% | 8%
43 | O=C(CSc1nnc(-c2ccco2)n1Cc1ccccc1)c1ccccc1 | -14% | 5% | -13% | 1.3 | -3% | 2 | 9% | 1% | 19%
44 | CCOc1ccc(N(C(C)=O)c2nc(C)cc(C)c2C#N)cc1 | 4% | -1% | 2% | 0.1 | -5% | -4 | -1% | 27% | 22%
45 | O=C(c1ccc(S(=O)(=O)NCc2ccco2)cc1)N1CCN(c2ccc(F)cc2)CC1 | 3% | 4% | -6% | -0.8 | -27% | 2 | 13% | -12% | 1%
46 | O=C(NCCc1ccccc1)c1ccc2[nH]c(=O)c(=O)[nH]c2c1 | -10% | 14% | 0% | 0.7 | -10% | -2 | 0% | · | -5%
47 | OC(COc1ccc(F)cc1)CN1CCN(CC(O)COc2ccc(F)cc2)CC1 (stereo not given) | -7% | 3% | 7% | 1.4 | 10% | -2 | 0% | 1% | -3%
48 | NS(=O)(=O)c1ccc2nc(-c3ccccc3)c(-c3ccccc3)nc2c1 | ? | 2% | 4% | -3.7 | 2% | -6 | 1% | -6% | 17%
49 | Cc1cccc(CC(=O)OCn2nnc3ccccc3c2=O)c1 | 3% | 4% | -3% | -1.0 | 2% | 3 | 21% | 1% | 0%
50 | O=S(=O)(Nc1ccc(O)c2ccccc12)c1cccs1 | 12µM* | 7% | 50µM* | -2.1 | -12% | -27 | -17% | -23% | -7%
51 | COC(=O)c1c(N2C(=O)CC(Sc3ncccc3C(=O)O)C2=O)sc(C)c1C (stereo not given) | -15% | -7% | -1% | 0.1 | -14% | 2 | 13% | -2% | 13%
52 | COC(=O)c1ccc(CSc2nc3sc(C)c(C)c3c(=O)[nH]2)cc1 | -8% | 1% | 4% | 0.8 | -15% | 3 | 0% | -1% | -20%
